Assay outcomes deposited in PubChem BioAssay by The Scripps Research Institute Molecular Screening Center.
CHO-K1 Ca antag: counter-screen for M1 antagonists: effect in parental CHO-K1 cells; inhibition, % at 3 µM; ATP-induced calcium, Fluo-8 fluorescence; hit rate 0.6% among 360,000; AID 602250;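 active means inhibition above a per-plate cutoff, the plate's mean sample inhibition plus 3 SD, cut at about 24% in these data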;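 further: 0% = DMSO plus EC80 ATP and 100% = DMSO alone without ATP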
CHRM5 antagonist: antagonists of human muscarinic M5 receptor (CHRM5); hit rate 0.59% among 360,000; AID 624040; CHO-hM5 cells, Fluo-8 calcium fluorescence, ACh EC80; inhibition, % at 3 µM; P08912;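 active means inhibition above a per-plate cutoff, the mean of that plate's test compounds plus 3 SD, cut at about 27% in these data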;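 further: 0% = acetylcholine EC80 with DMSO and 100% = DMSO without agonist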
Target sequence (P08912 whole entry, looked up): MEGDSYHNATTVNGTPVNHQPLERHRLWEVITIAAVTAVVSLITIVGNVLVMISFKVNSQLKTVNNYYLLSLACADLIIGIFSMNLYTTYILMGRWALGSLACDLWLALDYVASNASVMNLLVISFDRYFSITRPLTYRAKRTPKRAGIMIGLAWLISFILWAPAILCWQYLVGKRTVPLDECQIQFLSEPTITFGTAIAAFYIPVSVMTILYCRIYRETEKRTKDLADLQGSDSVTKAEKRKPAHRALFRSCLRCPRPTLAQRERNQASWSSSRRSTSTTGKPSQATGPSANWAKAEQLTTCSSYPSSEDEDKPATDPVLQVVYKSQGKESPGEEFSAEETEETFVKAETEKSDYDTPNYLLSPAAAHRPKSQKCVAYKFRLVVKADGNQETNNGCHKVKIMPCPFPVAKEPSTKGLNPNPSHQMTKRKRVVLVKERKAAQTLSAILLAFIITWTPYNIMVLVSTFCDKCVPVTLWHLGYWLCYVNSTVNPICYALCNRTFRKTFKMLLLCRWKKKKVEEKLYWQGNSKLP
M1 ag parental: counter-screen for M1 agonists: effect in parental CHO-K1 cells | Fluo-8 calcium fluorescence; scaled to maximal ATP response, vehicle zero | activation, % at 3 µM | hit rate 0.48% among 360,000 | AID 602248; in the data active means activation above about 15%;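 further: untransfected CHO-K1 host cells lacking M1 receptor as counterscreen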
CHRM4 agonist: agonists of human muscarinic M4 receptor (CHRM4); P08173; CHO-K1 hM4/Gqi5, Fluo-8 calcium fluorescence; vehicle 0%, full acetylcholine response 100%; activation, % at 3 µM; hit rate 0.14% among 360,000; AID 624127;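 active means activation above the run mean over all test wells plus 3 SD, cut at about 32% in these data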;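 further: peak over basal fluorescence ratio per well then scaled between controls; 0% = DMSO wells and 100% = acetylcholine at EC100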
Target sequence (P08173 whole entry, looked up): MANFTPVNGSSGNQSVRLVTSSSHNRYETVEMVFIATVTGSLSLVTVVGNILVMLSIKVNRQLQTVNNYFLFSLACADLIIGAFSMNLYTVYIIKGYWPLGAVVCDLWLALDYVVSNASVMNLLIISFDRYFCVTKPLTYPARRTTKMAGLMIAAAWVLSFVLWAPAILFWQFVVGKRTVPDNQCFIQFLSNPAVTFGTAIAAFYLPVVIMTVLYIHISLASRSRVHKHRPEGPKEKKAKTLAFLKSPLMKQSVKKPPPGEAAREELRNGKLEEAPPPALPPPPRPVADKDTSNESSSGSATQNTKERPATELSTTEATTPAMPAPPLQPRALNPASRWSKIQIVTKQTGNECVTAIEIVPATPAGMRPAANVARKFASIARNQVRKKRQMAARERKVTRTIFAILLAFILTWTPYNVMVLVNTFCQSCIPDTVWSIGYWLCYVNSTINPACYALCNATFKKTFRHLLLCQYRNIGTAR
M4 PAM: CHRM4 positive allosteric modulation | activation, % at 3 µM | hit rate 0.4% among 360,000 | CHO-K1 hM4/Gqi5, Fluo-8 calcium fluorescence, ACh EC20; 0% = ACh EC20, 100% = maximal ACh;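 active means activation above its plate's cutoff, the mean activation of sample wells plus 3 SD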; further: some results filed as inactive read as strong as hits
CHRM4 antagonist: antagonists of human muscarinic M4 receptor (CHRM4); CHO-hM4 cells, ACh EC80, Fluo-8 calcium fluorescence; hit rate 0.73% among 360,000; P08173; AID 624125; inhibition, % at 3 µM;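 active means inhibition above its plate's cutoff, the mean inhibition of sample wells plus 3 SD, cut at about 27% in these data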;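 further: 0% = acetylcholine EC80 with DMSO and 100% = DMSO without agonist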
M5 ag: agonists of human muscarinic M5 receptor (CHRM5); activation, % at 3 µM; CHO-K1 hM5 cells, Fluo-8 calcium fluorescence; 0% DMSO wells, 100% maximal acetylcholine response; AID 624037; hit rate 0.19% among 360,000; P08912;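 active means activation above the run's mean over test compounds plus 3 SD, cut at about 23% in these data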;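 further: signal is peak over basal fluorescence ratio across the kinetic read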
M5 PAM: CHRM5 positive allosteric modulation | AID 624038 | CHO-K1 hM5, Fluo-8 calcium, ACh EC20 PAM; 0% = ACh EC20, 100% = ACh EC100 | activation, % at 3 µM | P08912 | hit rate 0.3% among 360,000;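 active means activation above the run cutoff, the mean activation of all test compounds plus 3 SD, cut at about 18% in these data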
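Assay system: CHO-K1 hM5 cells / Incubation: Fluo-8 loading 80 min at 37 °C plus 30 min room temperature / Technique: Fluo-8 calcium dye fluorescence, kinetic read / Repeats: single replicate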
CHO-K1 Ca PAM: M1 PAM counterscreen hit in parental CHO-K1 cells | ATP EC20, Fluo-8 calcium fluorescence; 0% at ATP EC20, 100% at ATP max | AID 602247 | hit rate 0.02% among 360,000 | activation, % at 3 µM;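 active means activation above the run cutoff, the mean activation of all test compounds plus 3 SD, cut at about 40% in these data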;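 further: peak over basal fluorescence ratio in a 140 s read after ATP addition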
An asterisk follows results filed as active.

SMILES	CHO-K1 Ca antag	CHRM5 antagonist	M1 ag parental	CHRM4 agonist	M4 PAM	CHRM4 antagonist	M5 ag	M5 PAM	CHO-K1 Ca PAM
COc1cc(O)c(C(CCN2CCN(c3ccccc3)CC2)c2cc(OC)c(OC)c(OC)c2)c(OC)c1 (configuration not stated)	-10	0	1.0	2	10	-13	0	-4	-7
O=C1C=C(c2cccc(Cl)c2O)C[C@@H](c2ccc3c(c2)OCO3)C1	-6	4	0.6	7	-10	5	1	-18	-10
CCCN(CC(=O)Nc1ccccc1OC)C(=O)c1cc(S(=O)(=O)NCc2ccccc2)ccc1C	2	-3	1.6	5	2	-3	-2	-8	-9
CC1CN(C/C(=N\O)C23CC4CC(CC(C4)C2)C3)CC(C)O1 (configuration not stated)	6	-1	0.3	1	-2	3	0	0	0
COc1ccccc1NC1=C(Cl)C(=O)OC1OC(=O)c1ccco1 (configuration not stated)	-3	-3	0.3	1	6	0	-1	1	16
Cc1ccc(C)c(NS(=O)(=O)c2cc(C(=O)NCCSC3CCCCC3)ccc2C)c1	-22	9	0.1	-1	-10	8	-1	-23	-7
CCN1C(=O)C(CC(=O)Nc2ccc(F)cc2)N(CCCN2CCN(c3ccc(F)cc3)CC2)C1=S (configuration not stated)	-12	24	11	15	-19	14	-2	-14	1
O=C(/C=C/c1ccco1)N1CCN(c2ncccn2)CC1	-2	3	10	2	4	2	-1	-3	23
CCN(CCO)C(=O)c1ccc2oc(Cc3ccc(Cl)cc3)nc2c1	17	5	0.1	0	-5	11	2	-3	-5
CC(C)[C@H](NC(=O)c1ccc(Cl)c([N+](=O)[O-])c1)C(=O)O	-8	10	0.2	1	5	5	-3	-7	-11
Cc1cccc(C(=O)c2c[nH]cc2-c2ccccc2)c1	-4	3	0.2	2	6	0	-5	0	21
CCOC(=O)c1c(NC(=O)COC(=O)Cn2cnc3ccccc32)sc2c1CCC(C)C2 (configuration not stated)	0	0	-0.6	-1	1	-5	-3	5	-1
C=CCn1c(CNc2ccc(C)cc2)nnc1SCC(=O)N/N=C/c1ccc(O)cc1	-10	3	0.1	-1	-1	4	-4	-1	12
COC(=O)CNC(=O)Cn1cnc2sc(C)c(S(=O)(=O)N3CCN(c4ccccc4OC)CC3)c2c1=O	-8	4	0.5	3	0	6	0	6	19
COc1cc(-c2[nH]nc3c2C(c2ccco2)C(C#N)=C(N)O3)cc(OC)c1OC (configuration not stated)	-7	2	0.0	1	5	3	-1	2	13
Cc1cc(F)ccc1S(=O)(=O)N1CCCOC1CNC(=O)C(=O)NCCC1=CCCCC1 (configuration not stated)	-6	-3	-0.2	2	6	-12	1	-3	13
COc1ccc(CN(C)CC(=O)NC(=O)Nc2ccccc2F)cc1	-25	3	4.3	7	0	-17	-5	-7	0
O=C(O)C1OC1(c1ccccc1Cl)c1ccccc1Cl (configuration not stated)	-8	20	0.3	-1	-6	8	-2	-11	-3
O=C(Nc1ccc(O)c2c(=O)cc(-c3ccccc3Cl)oc12)c1ccc(F)cc1	-8	7	-0.2	1	7	1	1	-3	4
CCOC(=O)c1ccc(S(=O)(=O)N2CCN(C(=O)c3cc(=O)c4ccccc4o3)CC2)cc1	1	-2	1.8	5	-7	-5	-5	-6	-3
O=c1c2ccccc2[nH]c(=S)n1Cc1cccnc1	-16	-1	1.1	6	2	1	3	1	17
CCCCNC(=O)C1(C)CCN1C(=O)c1cc(F)ccc1C (configuration not stated)	0	-1	0.4	0	-1	-5	1	-1	0
O=C(/C=C/Sc1ccccc1)c1ccccc1	1	-2	-0.3	-2	4	0	0	0	-10
COc1cccc(-n2c(SC)nnc2-c2cnccn2)c1	0	7	-0.3	2	-3	11	-2	-4	-4
O=S(=O)(NCCCN1CCOCC1)c1ccc(F)c(Cl)c1	-5	-3	0.2	1	0	8	1	5	9
Next part:
SMILES	CHO-K1 Ca antag	CHRM5 antagonist	M1 ag parental	CHRM4 agonist	M4 PAM	CHRM4 antagonist	M5 ag	M5 PAM	CHO-K1 Ca PAM
COC(=O)c1ccc(-c2ccc(/C=N/N3C(=O)C4C5C=CC(C6CC56)C4C3=O)o2)cc1 (configuration not stated)	1	13	3.8	8	5	11	-1	-8	7
O=C(O)CSc1nnnn1-c1ccccc1	-3	-3	0.0	1	-2	6	0	-7	3
O=C(C1Cc2ccccc2CN1C(=O)c1ccco1)N1CCN(c2ccccc2)CC1 (configuration not stated)	-15	5	0.5	3	4	-3	1	-6	8
CCOc1ccc(NC(=O)Cc2cccc3ccccc23)c([N+](=O)[O-])c1	-7	-6	8.7	0	-10	-2	-3	-5	23
Cc1sc(N)nc1-c1c(C)n(C)c2ccccc12	-14	6	0.7	0	3	-2	-3	5	-5
O=C(COc1ncnc2ccccc12)NC1CCS(=O)(=O)C1 (configuration not stated)	17	5	-0.3	1	0	-1	2	-5	13
CCc1c(C)nc2c(-c3ccccc3)c[nH]n2c1=O	-13	3	0.3	-1	2	-8	-4	4	17
CS(=O)(=O)N1CCC(Oc2ccccc2C(=O)NC2CCOC2)CC1 (configuration not stated)	-17	5	0.3	1	-1	-7	2	4	12
O=C(Nc1ccccc1C(=O)NC(Cc1ccccc1)C(=O)NC1CCCCCC1)c1ccccc1 (configuration not stated)	-3	-4	-0.1	1	-1	1	-5	-1	12
CN(C)c1cc[n+](CCC(=O)Nc2cccc([N+](=O)[O-])c2N)cc1	-11	-3	0.4	0	2	-3	-3	5	16
CCc1ccc(OCC(=O)NC(=S)Nc2ccc(C(C)=O)cc2)c(Br)c1	-12	4	0.1	1	5	-4	1	-1	5
COc1ccc(C(=O)COC(=O)/C=C/c2ccccc2[N+](=O)[O-])cc1	-8	3	0.4	14	1	-12	-7	-10	-2
O=[N+]([O-])c1cccc(S(=O)(=O)c2ccc(N3CCCCC3)c([N+](=O)[O-])c2)c1	-4	7	1.4	2	-13	8	-5	-8	11
COC(=O)c1ccc2nc(NC(=O)C3CC3)sc2c1	-7	8	2.1	0	7	-2	-2	-1	7
CC(C)COCC1CC2(CC(C)C(=O)CC2=O)C(=O)O1 (configuration not stated)	-9	-2	-0.2	1	1	-4	0	6	2
O=C(NC1CCN(c2ncccn2)CC1)c1c(F)cccc1F	-11	-5	1.7	2	4	1	-2	3	6
CC(COc1ccc(C(C)C)cc1)NC(=O)c1ccc(Br)o1 (configuration not stated)	-9	3	0.6	2	-4	10	-1	4	19
CCCCCSc1ncccc1C(=O)O	1	0	0.0	0	7	-4	1	1	-20
COc1ccc(-c2nnn(CC(=O)N(CC3CCCO3)C(C(=O)NC(C)(C)C)c3ccco3)n2)cc1OC (configuration not stated)	-17	0	0.7	2	-8	1	3	8	23
CSc1ncc(Cl)c(C(=O)Nc2ccc(S(=O)(=O)N3CCOCC3)cc2)n1	-7	-4	0.3	1	0	7	-4	4	6
Cc1cc(Cl)ccc1C1=CC(=O)C[C@H](c2ccc(F)cc2)C1	-13	-4	-0.3	0	-10	-6	-2	-2	9
O=c1cc(N2CCCCC2)c(-c2ccccc2)nn1Cc1ccccc1	2	-4	-0.3	-2	-5	-3	-2	0	1
Cc1cccc(OCC(=O)NC2CC(C)(C)NC(C)(C)C2)c1	11	25	0.6	0	-8	11	-6	-1	-22
CCOc1ccc(C(c2c(C)n(C)n(-c3ccccc3)c2=O)c2c(C)n(C)n(-c3ccccc3)c2=O)c(O)c1	6	0	-0.3	0	2	5	4	11	-17
O=C(NCc1cccnc1)c1cnc2ccccc2n1	1	16	4.4	13	-22	-1	0	-17	-3
Continuation.
SMILES	CHO-K1 Ca antag	CHRM5 antagonist	M1 ag parental	CHRM4 agonist	M4 PAM	CHRM4 antagonist	M5 ag	M5 PAM	CHO-K1 Ca PAM
COc1ccc(OC)c(N/C(N)=N/c2nc(C)cc(C)n2)c1	2	5	1.5	5	2	10	1	-2	-11
O=C(/C=C/c1ccccc1[N+](=O)[O-])N1CCN(C(=O)c2ccco2)CC1	-14	3	1.5	1	7	-5	0	6	11
CC(C)CSc1nc2ccccc2[nH]1	-14	-4	-0.1	0	-1	2	6	11	22
CN(CCC#N)C(=O)COC(=O)c1ccc(Cl)c(S(N)(=O)=O)c1	-1	0	0.4	1	0	12	0	7	10
CC1=C(C(=O)N(C)C)CC(CC(=O)NCc2cccs2)C(=O)N1CCCN1CCCC1=O (configuration not stated)	14	6	0.9	1	4	-1	-1	2	5
COc1ccc(C2=NN(C(=O)CSc3ncccn3)C(c3ccc(OC)cc3)C2)cc1 (configuration not stated)	-9	8	1.5	3	3	5	-1	-2	24
O=C(COC(=O)CCN1C(=O)c2cccc([N+](=O)[O-])c2C1=O)NCc1ccccc1	-6	3	-1.0	1	4	0	-1	1	-2
O=C(Cc1ccc(Cl)cc1)N/N=C/c1ccc(O)c(O)c1	-8	2	0.8	2	0	4	0	2	16
C/C(=N\NS(=O)(=O)c1ccc(C)cc1)c1cccs1	-7	2	0.0	0	1	-6	1	1	15
COc1cccc(C(=O)C2CCCN(C(=O)c3ccccc3Cl)C2)c1 (configuration not stated)	-6	-1	4.7	6	1	-2	0	0	27
O=C1C=C(c2cccc3c2Oc2ccccc2S3)C[C@@H](c2ccc(Cl)cc2)C1	-4	-3	0.3	2	2	1	2	4	8
C[C@]12C(=O)N(c3cccc(F)c3)C(=O)N1[C@H]1c3ccccc3OC[C@@H]1[C@H]2c1ccccc1	-13	3	5.4	1	0	5	5	6	22
C=CCNC(=S)NNC(=O)C(CCCC)CC(O)COCC(C)C (configuration not stated)	5	3	0.4	0	-2	5	1	5	-1
CN1CCN(c2ccc(CNC(=O)C3Cc4c(-c5ccc6c(c5)OCO6)ccnc4O3)cc2)CC1 (configuration not stated)	-16	4	0.0	0	2	6	-2	0	13
COc1ccc(S(=O)(=O)N(CCc2ccccc2)CC(=O)NCCCO)cc1	-19	-1	0.7	1	7	-3	2	1	12
COc1ccccc1CNC(=O)CSc1n[nH]c(N)n1	-7	8	0.5	1	0	5	-2	-4	9
COc1ccc(C(=O)N/N=C(\C)c2cccc(NC(=O)c3ccc(F)cc3)c2)c(OC)c1	17	-7	0.6	5	6	3	-1	7	23
COC(=O)c1c(NC(=O)CN2CCN(Cc3ccc4c(c3)OCO4)CC2)sc(C)c1C	10	-7	0.0	0	-20	-15	-4	-5	2
COc1ccccc1/C=C/C=N/NC(=O)c1cc(-c2ccco2)[nH]n1	6	2	0.4	3	-2	3	9	-2	-11
COc1ccc(/C=C/C(=O)Nc2ccccc2C(F)(F)F)cc1	-11	-8	0.4	1	21*	-10	-5	1	23
O=C(COc1ccc(Cl)cc1)Nc1ccc2c(c1)nc1n2CCOC1	-17	10	1.9	0	-6	13	1	0	-3
CC1CCCN(C(C(=O)Nc2ccc3c(c2)OCO3)c2ccccc2)C1 (configuration not stated)	9	-6	-0.1	-1	1	-21	-5	-8	8

Five records drawn at random from the list so far:
SMILES	CHO-K1 Ca antag	CHRM5 antagonist	M1 ag parental	CHRM4 agonist	M4 PAM	CHRM4 antagonist	M5 ag	M5 PAM	CHO-K1 Ca PAM
O=C(Cc1ccc(Cl)cc1)N/N=C/c1ccc(O)c(O)c1	-8	2	0.8	2	0	4	0	2	16
O=C1C=C(c2cccc3c2Oc2ccccc2S3)C[C@@H](c2ccc(Cl)cc2)C1	-4	-3	0.3	2	2	1	2	4	8
COc1ccc(C2=NN(C(=O)CSc3ncccn3)C(c3ccc(OC)cc3)C2)cc1 (configuration not stated)	-9	8	1.5	3	3	5	-1	-2	24
COc1cccc(C(=O)C2CCCN(C(=O)c3ccccc3Cl)C2)c1 (configuration not stated)	-6	-1	4.7	6	1	-2	0	0	27
O=C(COC(=O)CCN1C(=O)c2cccc([N+](=O)[O-])c2C1=O)NCc1ccccc1	-6	3	-1.0	1	4	0	-1	1	-2

Compounds as they come; overall some 2.7% were active at least once.
